Compound activity deposited in PubChem BioAssay by National Center for Advancing Translational Sciences (NCATS).
HP1b binding inh: HTS for Inhibitors of HP1-beta Chromodomain Interactions with Methylated Histone Tails; Potency, µM (series often up to 114 µM), without a hit: top-dose activity change, negative = inhibition, hits mostly inhibitors; AlphaScreen HP1-beta / biotin-H3K9me3 peptide binding; 390,000 tested, 0.56% active; also: nearly all actives have a fitted effect of over 70% in size; inactives centre near 23
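AlphaScreen: HP1-beta (50 nM) preformed 30 min with biotin-H3(1-18)K9me3 peptide (50 nM) in PBS pH 7.4, 0.01% Tween-20. Compound added for 30 min at RT, then streptavidin donor/nickel chelate acceptor beads (10 ug/mL) for 30 min.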
ALOX12 inh: Primary qHTS assay for inhibitors of human arachidonate 12S-lipoxygenase (ALOX12): Round 2; Polyunsaturated fatty acid lipoxygenase ALOX12 (Homo sapiens), P18054; purified 12hLO, xylenol orange hydroperoxide absorbance; Potency, µM (highest dose often 108 µM), for inactives: top-dose activity change, negative = inhibition, most hits filed as inhibitors; 580,000 tested, 1.1% active; AID 1671190, 2021; also: % is scaled to controls: 0 for no effect and ±100 for the full control effect
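Purified human 12hLO (150 nM final) in 25 mM Hepes, 0.01% Triton X-100, pH 7.0 was preincubated 15 min at room temperature with compound. Then 40 uM arachidonic acid was added, 30 min. Hydroperoxide was read by Fe-XO absorbance ratio 573/405 nm.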
ERG-DNA inh: qHTS for Small Molecule Inhibitors of the ERG Ets/DNA interaction; Transcriptional regulator ERG (Homo sapiens), P11308; fluorescence polarization, His-ERG Ets domain / labelled DNA; Potency, µM (series often up to 76.9 µM), without a hit: at the highest dose FP activity, negative = inhibition, usual class: inhibitors; 370,000 tested, 0.028% active; AID 624246, 2012; active = well fitted inhibition curve with a large enough effect in the polarisation, with a control signal flat; inconclusive = small, poorly fitted or top-dose-only effect, or effect the other way, or a change in a side signal; inactive = no such curve, though single readings can be large or run the other way; the % refers to the polarisation;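 also: polarization taken with two DNA probes labelled with fluorescein and Texas red; % of control where 0% means no effect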
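His-tagged ERG Ets domain (1 uM in the protein solution; 300mM KCl, 50mM Tris-HCl, 1mM EDTA, 1mM DTT, pH 7.5) received compound, then a probe mix of 5 nM fluorescein-DNA and 100nM Texas-615-DNA. Fluorescence polarization was read for both dyes.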
JMJD2A Tudor inh: qHTS Assay for Inhibitors of JMJD2A-Tudor Domain; AlphaScreen JMJD2A-Tudor / H3K4me3 peptide binding; 390,000 tested, 4.4% active; Potency, µM (series often up to 114 µM), without a hit: at the top dose activity change, negative = inhibition, actives largely listed as inhibitors; AID 504339, 2011; Lysine-specific demethylase 4A (Homo sapiens), O75164; also: % is scaled to controls: 0 for no effect and ±100 for the full control effect; nearly all actives have a fitted effect of over 50% in size
GLS inhibitor: qHTS for Inhibitors of Glutaminase (GLS). 410,000 tested, 0.21% active. AID 624170, 2012. Glutaminase kidney isoform, mitochondrial (Homo sapiens), O94925. GLS enzymatic activity, qHTS titration. Potency, µM (series often up to 45.5 µM), without a hit: at the top dose activity change, negative = inhibition, hits mostly inhibitors; also: % is scaled to controls: 0 for no effect and ±100 for the full control effect
Target sequence (O94925 whole entry, looked up, canonical isoform): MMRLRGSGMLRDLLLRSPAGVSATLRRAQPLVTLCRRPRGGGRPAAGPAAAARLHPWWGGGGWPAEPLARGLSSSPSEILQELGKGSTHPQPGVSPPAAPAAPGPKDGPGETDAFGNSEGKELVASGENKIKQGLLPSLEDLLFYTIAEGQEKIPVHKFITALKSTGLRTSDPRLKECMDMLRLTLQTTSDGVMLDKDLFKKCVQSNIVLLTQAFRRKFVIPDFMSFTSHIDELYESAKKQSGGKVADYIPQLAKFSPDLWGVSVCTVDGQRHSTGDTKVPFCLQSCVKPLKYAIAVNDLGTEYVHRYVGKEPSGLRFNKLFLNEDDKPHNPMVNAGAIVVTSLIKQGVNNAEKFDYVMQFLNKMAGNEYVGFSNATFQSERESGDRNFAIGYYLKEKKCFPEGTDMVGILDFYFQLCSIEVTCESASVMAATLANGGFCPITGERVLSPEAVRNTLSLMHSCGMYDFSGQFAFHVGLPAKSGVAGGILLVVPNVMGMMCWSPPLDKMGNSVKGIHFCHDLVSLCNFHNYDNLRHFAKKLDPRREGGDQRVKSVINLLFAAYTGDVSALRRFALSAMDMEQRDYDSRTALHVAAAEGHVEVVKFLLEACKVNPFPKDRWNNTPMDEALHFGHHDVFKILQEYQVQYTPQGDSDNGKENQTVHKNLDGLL
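Read-out is an Amplex red fluorescence increase coupled through glutamate oxidase and HRP, measured before and after 30 min room-temperature incubation. hKGA is in 45 mM KH2PO4 (pH 8.2) with 0.02% Tween-20; glutamine added as 1mM solution.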
RGS4 inhibitor: Inhibitors of Regulator of G Protein Signaling (RGS) 4: qHTS. Regulator of G-protein signaling 4 (Homo sapiens), P49798. Transcreener GDP fluorescence polarization, RGS4-accelerated GTP hydrolysis. Potency, µM (titrated, usually from 114 µM), for inactives: at the highest dose activity change, negative = inhibition, usual class: inhibitors. 390,000 tested, 0.039% active. AID 504845, 2011; also: % is scaled to controls: 0 for no effect and ±100 for the full control effect; nearly all actives have a fitted effect of over 75% in size; some results filed as inactive show a strong effect at the top dose
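MLSMR compounds (23 nl, pin-transferred) preincubated 10 min at room temperature with a 500nM (2x) first reagent, then RGS4 at 900nM (2x) plus Transcreener GDP mix added; fluorescence polarization (620/688 nm) read before and after 90 min at 30 °C.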
Pin1 inhibitor: qHTS Assay to Find Inhibitors of Pin1; Pin1 FP peptide displacement, HiFluor488, 10 min; Potency, µM (series often up to 115 µM), inactives show top-dose activity, negative = inhibition, usual class: inhibitors; Peptidyl-prolyl cis-trans isomerase NIMA-interacting 1 (Homo sapiens), Q13526; AID 504891, 2011; 390,000 tested, 0.009% active; active = well fitted inhibition curve with a large enough effect in the polarisation, with a control signal flat, not every such curve was filed as active; inconclusive = small, poorly fitted or top-dose-only effect, or effect the other way, or a change in a side signal; inactive = no such curve, though single readings can be large or run the other way; the % refers to the polarisation; also: % is scaled to controls: 0 for no effect and ±100 for the full control effect
TrxR1 inh: qHTS Assay for Inhibitors of Mammalian Selenoprotein Thioredoxin Reductase 1 (TrxR1): qHTS. Thioredoxin reductase 1, cytoplasmic (Rattus norvegicus), O89049. recombinant rTrxR1, NADPH fluorescence consumption, selenite substrate. Potency, µM (highest dose often 114 µM), inactives show at the top dose activity change, negative = inhibition, actives largely listed as inhibitors. 390,000 tested, 1% active. AID 588453, 2011; also: % is scaled to controls: 0 for no effect and ±100 for the full control effect; nearly all actives have a fitted effect of over 65% in size
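Rat TrxR1 (90 nM in the dispensed reagent) was pre-reduced with 400 uM NADPH for 5 min at room temperature, then incubated with compound for 15 min. After 400 uM selenite was added, NADPH fluorescence (Ex 340/Em 450 nm) was followed for 8 min.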
Tb PGK inh: qHTS Assay to Find Inhibitors of Phosphoglycerate Kinase | Phosphoglycerate kinase, glycosomal (Trypanosoma brucei brucei), P07378 | PGK/GAPDH coupled, Kinase-Glo luminescence, 60 min | Potency, µM (highest dose often 57.5 µM), inactives show at the highest dose activity change, negative = inhibition, hits mostly inhibitors | 380,000 tested, 0.043% active; also: % is scaled to controls: 0 for no effect and ±100 for the full control effect; nearly all actives have a fitted effect of over 60% in size
Target sequence (P07378 whole entry, looked up): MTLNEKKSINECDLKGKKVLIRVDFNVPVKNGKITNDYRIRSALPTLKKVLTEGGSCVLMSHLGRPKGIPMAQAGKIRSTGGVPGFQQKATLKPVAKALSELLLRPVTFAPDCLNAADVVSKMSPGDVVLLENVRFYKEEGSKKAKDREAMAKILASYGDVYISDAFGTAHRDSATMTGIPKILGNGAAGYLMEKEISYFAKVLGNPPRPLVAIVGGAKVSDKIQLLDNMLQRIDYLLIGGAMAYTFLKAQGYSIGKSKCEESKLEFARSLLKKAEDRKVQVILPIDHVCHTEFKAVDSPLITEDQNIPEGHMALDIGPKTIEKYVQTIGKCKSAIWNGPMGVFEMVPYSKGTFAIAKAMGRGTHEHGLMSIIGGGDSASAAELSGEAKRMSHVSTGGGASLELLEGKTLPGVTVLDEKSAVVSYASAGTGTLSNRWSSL
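Recombinant glycosomal PGK reaction used 1,3-bisphosphoglycerate generated in-well by GAPDH (100nM final) in 100mM TEA pH 7.6, 5mM MgCl2, 0.01% Tween-20. After 60 minutes at room temperature, ATP was read by Kinase-Glo Plus luminescence end-point.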
* marks the source's active call; other numbers are inactive results; [ ] = remark or other dose. Unless noted, calls follow the shape of the dose curve; as a rule, active = well fitted curve in the direction sought with a large enough effect; inconclusive = small, poorly fitted or top-dose-only effect, or another doubt; inactive = no such curve, though single readings can be large; an effect the other way counts as inactive or inconclusive. Potency is read from the fitted curve at half-maximal effect. These rows are one share of the data. The share of hits here may be higher or lower than overall.

How did CC1=C(C(=O)OC(C)C)C(c2ccc(C)o2)NC(=O)N1 (centres undefined) do in these assays?
HP1b binding inh: 0%; ALOX12 inh: 9%; ERG-DNA inh: 1%; JMJD2A Tudor inh: -25%; GLS inhibitor: 5%; RGS4 inhibitor: -2%; Pin1 inhibitor: 5%; TrxR1 inh: 1%; Tb PGK inh: 7%

What do the screens show for `CCOC(=O)C1(CC2CC2)CCN(C(=O)c2cc(C)nc3ccc(CC)cc23)CC1`?
HP1b binding inh: 16%; ALOX12 inh: 6%; ERG-DNA inh: 13%; JMJD2A Tudor inh: -24%; GLS inhibitor: 0%; RGS4 inhibitor: 19%; Pin1 inhibitor: -2%; TrxR1 inh: 4%; Tb PGK inh: inactive

Results for COc1ccc(-c2nnc(SCC(=O)Nc3cc(OC)ccc3OC)nc2-c2ccc(OC)cc2)cc1 ?
HP1b binding inh: 4%; ALOX12 inh: 3%; ERG-DNA inh: 13%; JMJD2A Tudor inh: inconclusive; GLS inhibitor: 5%; RGS4 inhibitor: 29%; Pin1 inhibitor: 68%[activator]; TrxR1 inh: 21%[57.1 µM]; Tb PGK inh: inactive

What do the screens show for `Cc1ccc(C(=O)NNC(=O)c2ccc(S(=O)(=O)N3CCCCC3)cc2)cc1`?
HP1b binding inh: 31%; ALOX12 inh: -13%; ERG-DNA inh: 0%; JMJD2A Tudor inh: -23%; GLS inhibitor: 2%; RGS4 inhibitor: 18%; Pin1 inhibitor: 76%[activator]; TrxR1 inh: 22%; Tb PGK inh: -2%

How did CCN(CC)CCNc1ncnc2c1sc1nc(N3CCCC3)c3c(c12)CC(C)(C)OC3 do in these assays?
HP1b binding inh: inconclusive; ALOX12 inh: -16%; ERG-DNA inh: -2%; JMJD2A Tudor inh: inconclusive; GLS inhibitor: -26%; RGS4 inhibitor: -17%; Pin1 inhibitor: 2%; TrxR1 inh: 6%[57.1 µM]; Tb PGK inh: 3%

Results for Cc1ccc(C)c(N(C)C(=O)c2coc(=O)c3ccccc23)c1 ?
HP1b binding inh: 29%; ALOX12 inh: 0%; ERG-DNA inh: -8%; JMJD2A Tudor inh: -19%; GLS inhibitor: 1%; RGS4 inhibitor: -19%; Pin1 inhibitor: -2%; TrxR1 inh: 4%; Tb PGK inh: inactive

What do the screens show for `COc1ccc(NC(=O)C2CC(=O)N(CCc3ccc(Cl)cc3)C2)cc1` (centres undefined)?
HP1b binding inh: 33%; ALOX12 inh: 9%; ERG-DNA inh: -6%; JMJD2A Tudor inh: -1%; GLS inhibitor: 2%; RGS4 inhibitor: -9%; Pin1 inhibitor: 0%; TrxR1 inh: 11%; Tb PGK inh: 6%

Results for COc1ccccc1CNC(=O)CCC(=O)N1CC2CCCN2c2ccccc21 (centres undefined) ?
HP1b binding inh: 8%; ALOX12 inh: inconclusive; ERG-DNA inh: -11%; JMJD2A Tudor inh: -35%; GLS inhibitor: -3%; RGS4 inhibitor: -13%; Pin1 inhibitor: 0%; TrxR1 inh: 6%[57.1 µM]; Tb PGK inh: inactive

How did Fc1ccccc1Nc1nc(N2CCOCC2)nc(N2CCOCC2)n1 do in these assays?
HP1b binding inh: 46%[activator]; ALOX12 inh: -11%; ERG-DNA inh: -5%; JMJD2A Tudor inh: -10%; GLS inhibitor: -3%; RGS4 inhibitor: 16%; Pin1 inhibitor: -2%; TrxR1 inh: 18%; Tb PGK inh: -2%

How did COc1ccccc1NS(=O)(=O)c1cccc(NC(=O)C2CC2)c1 do in these assays?
HP1b binding inh: 28%; ALOX12 inh: 64%[activator]; ERG-DNA inh: -4%; JMJD2A Tudor inh: -5%; GLS inhibitor: 9%; RGS4 inhibitor: 15%; Pin1 inhibitor: 0%; TrxR1 inh: 17%; Tb PGK inh: -1%

Results for CC(NC(=O)Cn1cc(C(=O)C2CC2)c2ccccc21)c1ccccc1 (centres undefined) ?
HP1b binding inh: -5%; ALOX12 inh: 24%; ERG-DNA inh: -1%; JMJD2A Tudor inh: 79µM*; GLS inhibitor: 1%; RGS4 inhibitor: inconclusive; Pin1 inhibitor: -5%; TrxR1 inh: -8%; Tb PGK inh: 13%

How did CC(=O)Nc1ccc(S(=O)(=O)Nc2nnc(C(C)C)s2)cc1 do in these assays?
HP1b binding inh: -2%; ALOX12 inh: -13%; ERG-DNA inh: 8%; JMJD2A Tudor inh: -33%; GLS inhibitor: 16%; RGS4 inhibitor: -3%; Pin1 inhibitor: -5%; TrxR1 inh: -2%; Tb PGK inh: 2%

How did CCOC(=O)C1CCN(C(=O)c2ccc3c(c2)OCO3)CC1 do in these assays?
HP1b binding inh: 24%; ALOX12 inh: 10%; ERG-DNA inh: 0%; JMJD2A Tudor inh: -11%; GLS inhibitor: 5%; RGS4 inhibitor: 21%; Pin1 inhibitor: 7%; TrxR1 inh: 11%; Tb PGK inh: -3%

How did CCOc1ccc(Nc2nc3c(S(=O)(=O)c4cccc(Cl)c4)nnn3c3ccsc23)cc1 do in these assays?
HP1b binding inh: 8%; ALOX12 inh: -26%; ERG-DNA inh: 1%; JMJD2A Tudor inh: -8%; GLS inhibitor: -1%; RGS4 inhibitor: 4%; Pin1 inhibitor: 4%; TrxR1 inh: 9%; Tb PGK inh: inactive

What do the screens show for `COc1cccc(NC(=O)CN2CCN(S(=O)(=O)c3ccc(C(C)C)cc3)CC2)c1`?
HP1b binding inh: -3%; ALOX12 inh: 21%; ERG-DNA inh: 0%; JMJD2A Tudor inh: -20%[11.4 µM]; GLS inhibitor: 8%; RGS4 inhibitor: -16%[11.4 µM]; Pin1 inhibitor: 0%; TrxR1 inh: -9%[57.1 µM]; Tb PGK inh: inactive

What do the screens show for `CCOC(=O)C1CCN(C(=O)c2ccccc2)C(CC)C1=O` (centres undefined)?
HP1b binding inh: -2%; ALOX12 inh: -13%; ERG-DNA inh: 1%; JMJD2A Tudor inh: -11%; GLS inhibitor: 7%; RGS4 inhibitor: inconclusive; Pin1 inhibitor: -2%; TrxR1 inh: 13%[57.1 µM]; Tb PGK inh: -6%

What do the screens show for `CC1CC(C)CN(C(=O)c2ccc3nc[nH]c3c2)C1` (centres undefined)?
HP1b binding inh: 23%; ALOX12 inh: inactive; ERG-DNA inh: 3%; JMJD2A Tudor inh: -11%; GLS inhibitor: 4%; RGS4 inhibitor: -7%; Pin1 inhibitor: 1%; TrxR1 inh: 22%; Tb PGK inh: 5%

What do the screens show for `O=C(Cn1ncc(N2CCCC2)c(Cl)c1=O)c1ccc(Cl)cc1`?
HP1b binding inh: -25%; ALOX12 inh: 2%; ERG-DNA inh: -4%; JMJD2A Tudor inh: -14%; GLS inhibitor: -1%; RGS4 inhibitor: -5%; Pin1 inhibitor: -10%; TrxR1 inh: 1%; Tb PGK inh: 0%

How did CC(=O)c1ccc(OCC(=O)NC2CCS(=O)(=O)C2)cc1 (centres undefined) do in these assays?
HP1b binding inh: 16%; ALOX12 inh: 20%; JMJD2A Tudor inh: -7%; GLS inhibitor: 6%; RGS4 inhibitor: -14%; Pin1 inhibitor: -3%; TrxR1 inh: 17%; Tb PGK inh: -8%

How did O=C(NC(=S)Nc1ccc2oc(=O)ccc2c1)c1cccc(Cl)c1 do in these assays?
HP1b binding inh: 17%[57 µM]; ALOX12 inh: -24%; ERG-DNA inh: -9%; JMJD2A Tudor inh: -27%; GLS inhibitor: -6%; RGS4 inhibitor: -42%; Pin1 inhibitor: 58%[activator]; TrxR1 inh: 0%; Tb PGK inh: -7%

What do the screens show for `CC(=O)C1CCC2C3CC(C)C4=CC(=O)CCC4(C)C3C(=O)CC12C` (centres undefined)?
HP1b binding inh: 10%; ALOX12 inh: 1%; ERG-DNA inh: -12%; JMJD2A Tudor inh: -15%; GLS inhibitor: 20%; RGS4 inhibitor: 2%; Pin1 inhibitor: -9%; TrxR1 inh: 9%[57.1 µM]; Tb PGK inh: -3%

Results for O=C(O)c1ccc(-c2nnn(Cc3cccc(C(F)(F)F)c3)n2)cc1 ?
HP1b binding inh: 35%[activator]; ALOX12 inh: -14%; ERG-DNA inh: -1%; JMJD2A Tudor inh: -7%; GLS inhibitor: 0%; RGS4 inhibitor: 10%; Pin1 inhibitor: 2%; TrxR1 inh: -1%; Tb PGK inh: -5%
